EBV gp42 block: Epstein-Barr virus gp42 inhibitors, primary screen, biochemical, uHTS, fluorescence polarization. Glycoprotein 42 (Epstein-Barr virus (strain AG876)), Q1HVG2. Fluorescence polarization binding assay, mP read-out. inhibition, % (tested at 21.74 µM). 0.42% of 220,000 active. AID 1085, 2008; in the data active means inhibition above about 50%
Target sequence (Q1HVG2 whole entry, looked up): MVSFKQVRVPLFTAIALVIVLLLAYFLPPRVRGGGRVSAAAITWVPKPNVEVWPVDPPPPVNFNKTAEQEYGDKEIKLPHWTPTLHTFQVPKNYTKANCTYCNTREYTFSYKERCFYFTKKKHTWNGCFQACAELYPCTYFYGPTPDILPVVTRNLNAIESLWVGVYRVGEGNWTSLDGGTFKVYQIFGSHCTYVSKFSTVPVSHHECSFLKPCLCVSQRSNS
m-calpain inh: inhibitors of pig calpain II, primary screen, biochemical, fluorogenic peptide substrate, 1536-well; purified calpain II, 30 min; inhibition, % at 16 µM; 0.37% of 220,000 active;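 active means inhibition above about 50%, limit read from the data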
Furin inh: human furin inhibitors, primary screen, biochemical, fluorescence intensity; P09958; purified furin, fluorogenic substrate cleavage; inhibition, % at 30 µM; 0.061% of 220,000 active; AID 463115, 2010; in the data active means inhibition above about 25%; further: inactives centre near -15
Target sequence (P09958 108-714 limits assumed): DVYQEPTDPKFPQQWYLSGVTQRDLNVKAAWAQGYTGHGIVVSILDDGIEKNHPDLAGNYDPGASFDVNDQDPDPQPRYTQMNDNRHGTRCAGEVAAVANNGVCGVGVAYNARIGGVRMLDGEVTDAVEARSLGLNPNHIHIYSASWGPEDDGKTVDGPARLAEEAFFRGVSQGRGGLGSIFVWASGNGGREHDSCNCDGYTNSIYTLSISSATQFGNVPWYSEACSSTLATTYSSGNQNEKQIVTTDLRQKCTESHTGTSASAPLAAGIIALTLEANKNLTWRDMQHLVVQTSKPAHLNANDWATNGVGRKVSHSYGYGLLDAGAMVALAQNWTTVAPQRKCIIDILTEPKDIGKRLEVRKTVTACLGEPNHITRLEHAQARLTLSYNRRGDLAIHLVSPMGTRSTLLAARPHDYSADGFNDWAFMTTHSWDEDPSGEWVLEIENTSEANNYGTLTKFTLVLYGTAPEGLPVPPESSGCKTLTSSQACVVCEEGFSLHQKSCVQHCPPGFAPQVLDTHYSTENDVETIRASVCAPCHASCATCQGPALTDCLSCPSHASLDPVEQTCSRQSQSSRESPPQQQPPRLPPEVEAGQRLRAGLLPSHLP
p97 ATPase inh: inhibitors of human p97 ATPase, primary screen, biochemical; 0.42% of 220,000 active; inhibition, % at 8 µM; Transitional endoplasmic reticulum ATPase (Homo sapiens), P55072; recombinant p97 ATPase, Kinase-Glo ATP luminescence, 3 h; in the data active means inhibition above about 15%;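 further: 0% = DMSO vehicle and 100% = wells lacking enzyme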
RBBP9 inhibitor: human RBBP9 inhibitors, primary screen, biochemical, fluorescence polarization, FP-Rh probe, HTS | recombinant RBBP9 | inhibition, % at 7.94 µM | 0.2% of 220,000 active | AID 1515, 2009;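 active means inhibition above the campaign mean of all tested compounds plus 3 SD, cut at about 14% in these data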;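 further: plate controls were DMSO wells with RBBP9 for no effect and wells lacking RBBP9 protein for full effect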
Target sequence (O75884 whole entry, looked up): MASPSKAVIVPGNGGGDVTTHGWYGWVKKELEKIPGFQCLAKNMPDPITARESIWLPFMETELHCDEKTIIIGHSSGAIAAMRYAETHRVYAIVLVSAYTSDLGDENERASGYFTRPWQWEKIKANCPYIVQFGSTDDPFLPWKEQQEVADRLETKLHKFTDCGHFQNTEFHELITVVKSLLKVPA
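Assay system: recombinant human RBBP9; Reagent: Serine-hydrolase probe FP-Rh, 375 nM pre-mixing; Doses: 7.94 µM single dose, 0.794% DMSO; Incubation: 30 min then 45 min, 25 °C; Detection: fluorescence polarization (mP), excitation 525 nm, emission 598 nm; Evaluation: percent inhibition from mP, scaled between DMSO and no-protein wells.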
Runt-CBFb FRET: inhibitors of RUNX1 Runt–CBFb binding, primary screen, biochemical, FRET, Cerulean-Runt, Venus-CBFb, uHTS. Runt-related transcription factor 1 (Homo sapiens) + Core-binding factor subunit beta …. Cerulean-Runt/Venus-CBFb FRET ratio 530/480, 1 h. inhibition, % at 20 µM. 0.46% of 220,000 active. AID 1496, 2009;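 active means inhibition over about 50% at 20 µM in the single-dose screen, limit read from the data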;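 further: 0% = DMSO wells and 100% = excess unlabeled CBFb competitor control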
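Assay system: Cerulean-tagged RUNX1 Runt domain (FRET donor) fusion protein / Amount: 100 nM each of Venus-CBFb and Cerulean-Runt domain / Medium: Tris buffer pH 7.5 with salts and BSA / Also added: Venus-CBFb 100 nM / Schedule: 1 h complex formation plus 1 h compound treatment, room temperature / Signal: FRET fluorescence / Read-out: loss of energy transfer signal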
TbHK1 inh: Trypanosoma brucei hexokinase 1 inhibitors, primary screen, biochemical, G6PDH-coupled NADH absorbance, MLSCN library; hexokinase 1 [Trypanosoma brucei]; recombinant TbHK1, G6PDH-coupled NADH A340; 0.11% of 220,000 active; inhibition, % at 10 µM;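 active means inhibition of 50% or more in the single-dose primary screen; inactive means inhibition below 50%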
NCF1 inh: p47phox/p22phox peptide binding inhibitors, primary screen, biochemical, uHTS, NADPH oxidase regulatory subunit; Neutrophil cytosol factor 1 (Homo sapiens), P14598; fluorescence polarization, 2 h; inhibition, % at 24.7 µM; 0.53% of 220,000 active; AID 1274, 2008;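 active means inhibition above about 30%, limit read from the data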;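 further: 0% = p47phox with labelled peptide and 100% = labelled peptide alone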
Runt-SMMHC FRET: inhibitors of RUNX1 Runt–CBFb-SMMHC binding, primary screen, biochemical, FRET, Cerulean-Runt, Venus-CBFb-SMMHC, uHTS. Runt-related transcription factor 1 (Homo sapiens) + Core-binding factor subunit beta …. Cerulean-Runt/Venus-CBFb-SMMHC FRET ratio 530/480, 1 h. inhibition, % at 20 µM. 0.74% of 220,000 active;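 active means mean inhibition across duplicate retests at 20 µM reaching about 50%, limit read from the data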;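 further: 0% = DMSO wells and 100% = wells with excess untagged CBFb-SMMHC; inhibitors lower the FRET ratio by blocking Runt binding to CBFb-SMMHC; some results filed as inactive read as strong as hits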
Starred values were filed as active, the others as inactive; [ ] = another dose, or the depositor's remark. Rows were taken by chance. About 2.7% of those tested had a hit in this group.

CCOC(=O)c1c(C(F)(F)C(F)(F)C(F)(F)C(F)(F)F)n[nH]c1C was read as EBV gp42 block -15, m-calpain inh 37, Furin inh 1[20 µM], p97 ATPase inh -10, RBBP9 inhibitor -5, Runt-CBFb FRET -3, TbHK1 inh -3, NCF1 inh 6 and Runt-SMMHC FRET -4.
Screening O=S(=O)(Nc1cccc(CCc2ccccn2)c1)c1ccc2ccccc2c1 returned EBV gp42 block -14, m-calpain inh 34, Furin inh -11[20 µM], p97 ATPase inh 2, RBBP9 inhibitor 2, Runt-CBFb FRET -4, TbHK1 inh 6, NCF1 inh 3 and Runt-SMMHC FRET -3.
`CC(=O)Oc1ccc2c(C)cc(=O)[nH]c2c1` gave EBV gp42 block -14, m-calpain inh inactive, Furin inh -27, p97 ATPase inh 2, RBBP9 inhibitor -8, Runt-CBFb FRET 0, TbHK1 inh -12, NCF1 inh -4 and Runt-SMMHC FRET 4.
Screening CCCNC(=O)CC1C(=O)N(Cc2ccccc2)C(C)c2nc3ccccc3n21 (centres undefined) returned EBV gp42 block -9, m-calpain inh 28, Furin inh -16[20 µM], p97 ATPase inh -2, RBBP9 inhibitor -9, Runt-CBFb FRET -1, TbHK1 inh -1, NCF1 inh 8 and Runt-SMMHC FRET -3.
Cc1noc(C)c1COC(=O)c1ccc2c(c1)S(=O)(=O)c1ccccc1C2=O was read as EBV gp42 block -12, m-calpain inh 18, Furin inh -28, p97 ATPase inh 3, RBBP9 inhibitor -7, Runt-CBFb FRET -2, TbHK1 inh 7, NCF1 inh -16 and Runt-SMMHC FRET -2.
COc1ccc(C/C(C)=N\NC(=O)c2c[nH]c3ccccc23)cc1OC was read as EBV gp42 block 2, m-calpain inh -2, Furin inh -18, p97 ATPase inh 0, RBBP9 inhibitor -12, Runt-CBFb FRET -1, TbHK1 inh 7, NCF1 inh 13 and Runt-SMMHC FRET 0.
CC(OC(=O)CNC(=O)C12CC3CC(CC(C3)C1)C2)C(=O)Nc1ccc(N2CCOCC2)cc1 (centres undefined) was read as EBV gp42 block -22, m-calpain inh -12, Furin inh -8[20 µM], p97 ATPase inh -3, RBBP9 inhibitor 2, Runt-CBFb FRET 1, TbHK1 inh -8, NCF1 inh -4 and Runt-SMMHC FRET 4.
O=C(Nc1ccncc1NC(=O)c1cccc([N+](=O)[O-])c1)c1cccc([N+](=O)[O-])c1 was read as EBV gp42 block 40, m-calpain inh 2, Furin inh -19, p97 ATPase inh 1, RBBP9 inhibitor -4, Runt-CBFb FRET -5, TbHK1 inh 9 and Runt-SMMHC FRET -9.
`CCSc1nnc(NC(=O)C(CC)(C(F)(F)F)C(F)(F)F)s1` gave EBV gp42 block -2, m-calpain inh 4, Furin inh -7[20 µM], p97 ATPase inh 3, RBBP9 inhibitor 4, Runt-CBFb FRET 2, TbHK1 inh 1, NCF1 inh -3 and Runt-SMMHC FRET 3.
`O=C(NC1CCc2ccccc21)C12CN(Cc3ccccc3)CC1C(c1cccc([N+](=O)[O-])c1)=NO2` (centres undefined) gave EBV gp42 block -19, m-calpain inh -216, Furin inh -3[20 µM], p97 ATPase inh 3, RBBP9 inhibitor -9, Runt-CBFb FRET 0, TbHK1 inh -6, NCF1 inh -20 and Runt-SMMHC FRET -7.
O=C(Nc1ccc(N2CCOCC2)cc1)c1cccc(S(=O)(=O)N2CCC(Cc3ccccc3)CC2)c1 was read as EBV gp42 block -7, m-calpain inh -78, Furin inh -4[20 µM], p97 ATPase inh 3, RBBP9 inhibitor 2, Runt-CBFb FRET -2, TbHK1 inh 9, NCF1 inh -27 and Runt-SMMHC FRET -3.
Screening COc1cc(/C=C(/C(=O)c2cccs2)c2nc3ccccc3[nH]2)cc(OC)c1O returned EBV gp42 block -7, m-calpain inh 16, Furin inh -2[20 µM], p97 ATPase inh 3, RBBP9 inhibitor -8, Runt-CBFb FRET 8, TbHK1 inh -30, NCF1 inh -42 and Runt-SMMHC FRET -2.
`Cc1ccccc1-n1c(SCc2cccc(F)c2)nc2[nH]ncc2c1=O` gave EBV gp42 block -3, m-calpain inh 36, Furin inh -9, p97 ATPase inh 3, RBBP9 inhibitor -2, Runt-CBFb FRET -7, TbHK1 inh 2, NCF1 inh -8 and Runt-SMMHC FRET -2.
`O=C(O)CCNS(=O)(=O)c1ccc(Oc2ccccc2Cl)cc1` gave EBV gp42 block -3, m-calpain inh 22, Furin inh -19[20 µM], p97 ATPase inh 9, RBBP9 inhibitor 5, Runt-CBFb FRET 0, TbHK1 inh 2, NCF1 inh 1 and Runt-SMMHC FRET 0.
`CCOC(=O)c1cc(-c2ccco2)nn1-c1ccc(C)cc1` gave EBV gp42 block -4, m-calpain inh 10, Furin inh -22, p97 ATPase inh -2, RBBP9 inhibitor -7, Runt-CBFb FRET 6, TbHK1 inh 1, NCF1 inh -14 and Runt-SMMHC FRET 8.
COC(=O)CN1C(c2cccc(Cl)c2)=Nc2ccc(Cl)cc2C1c1ccccc1 (centres undefined) was read as EBV gp42 block 23, m-calpain inh 6, Furin inh -21, p97 ATPase inh 5, RBBP9 inhibitor -8, Runt-CBFb FRET 1, TbHK1 inh -3, NCF1 inh 0 and Runt-SMMHC FRET 2.
For Cc1nc([N+](=O)[O-])cn1CC(O)c1ccc(-c2ccccc2)cc1 (centres undefined) the results were EBV gp42 block -19, m-calpain inh 5, Furin inh -6, p97 ATPase inh 1, RBBP9 inhibitor 8, Runt-CBFb FRET 2, TbHK1 inh -17, NCF1 inh -1 and Runt-SMMHC FRET -5.
CCc1nnc(NC(=O)CSc2nnc(Cc3ccc(OC)cc3)o2)s1 was read as EBV gp42 block -28, m-calpain inh 11, Furin inh -5, p97 ATPase inh 4, RBBP9 inhibitor 1, Runt-CBFb FRET 2, TbHK1 inh -5, NCF1 inh 2 and Runt-SMMHC FRET -1.
For O=C(CCCN1C(=O)CCC1=O)Nc1ccccc1F the results were EBV gp42 block -8, m-calpain inh -24, Furin inh -16[20 µM], p97 ATPase inh 1, RBBP9 inhibitor -11, Runt-CBFb FRET 2, TbHK1 inh 18, NCF1 inh -20 and Runt-SMMHC FRET -5.
O=C1CS/C(=N/N=C2C3CC4CC(C3)CC2C4)N1 was read as EBV gp42 block -14, m-calpain inh -8, Furin inh -26, p97 ATPase inh 6, RBBP9 inhibitor -7, Runt-CBFb FRET 0, TbHK1 inh 5, NCF1 inh -19 and Runt-SMMHC FRET 1.
`Cn1c(CN2CCCCC2)c(C#N)c2ccccc21` gave EBV gp42 block 5, m-calpain inh 23, Furin inh -10, p97 ATPase inh 4, RBBP9 inhibitor -10, Runt-CBFb FRET 0, TbHK1 inh -7, NCF1 inh -9 and Runt-SMMHC FRET 0.
Screening Cc1ccc(S(=O)(=O)N[C@@H](Cc2ccccc2)C(=O)CCl)cc1 returned EBV gp42 block -13, m-calpain inh 4, Furin inh -16, p97 ATPase inh 3, RBBP9 inhibitor -6, Runt-CBFb FRET 10, TbHK1 inh 5, NCF1 inh -8 and Runt-SMMHC FRET 9.
For CCOC(=O)c1c(C)n(OCc2ccccc2)c2ccc3c(no[n+]3[O-])c12 the results were EBV gp42 block -7, m-calpain inh 10, Furin inh -12, p97 ATPase inh 4, RBBP9 inhibitor -10, Runt-CBFb FRET 0, TbHK1 inh -3, NCF1 inh 6 and Runt-SMMHC FRET -2.
Screening Cc1cc(-c2ccc(N3CCOCC3)cc2)nc2ccccc12 returned EBV gp42 block 56*, m-calpain inh -56, Furin inh 5, p97 ATPase inh -4, RBBP9 inhibitor -4, Runt-CBFb FRET -1, TbHK1 inh -27, NCF1 inh -13 and Runt-SMMHC FRET 3.

Grouped by structure: the entries above with a CF3 group (2)
CCOC(=O)c1c(C(F)(F)C(F)(F)C(F)(F)C(F)(F)F)n[nH]c1C was read as EBV gp42 block -15, m-calpain inh 37, Furin inh 1[20 µM], p97 ATPase inh -10, RBBP9 inhibitor -5, Runt-CBFb FRET -3, TbHK1 inh -3, NCF1 inh 6 and Runt-SMMHC FRET -4.
`CCSc1nnc(NC(=O)C(CC)(C(F)(F)F)C(F)(F)F)s1` gave EBV gp42 block -2, m-calpain inh 4, Furin inh -7[20 µM], p97 ATPase inh 3, RBBP9 inhibitor 4, Runt-CBFb FRET 2, TbHK1 inh 1, NCF1 inh -3 and Runt-SMMHC FRET 3.

The list goes on.
Screening CCS(=O)(=O)Nc1ccc(C2=NN(C(C)=O)C(c3cccs3)C2)cc1 (centres undefined) returned EBV gp42 block -19, m-calpain inh inactive, Furin inh -24, p97 ATPase inh 5, RBBP9 inhibitor 1, Runt-CBFb FRET 0, TbHK1 inh -21, NCF1 inh -2 and Runt-SMMHC FRET -2.
Cc1c(-c2ccccn2)c(=O)[nH]n1-c1ccc(F)cc1 was read as EBV gp42 block -8, m-calpain inh 14, Furin inh 0, p97 ATPase inh -1, RBBP9 inhibitor -15, Runt-CBFb FRET -2, TbHK1 inh -8, NCF1 inh -8 and Runt-SMMHC FRET -3.
`Brc1cnc2nc[nH]c2c1` gave EBV gp42 block -12, m-calpain inh 10, Furin inh -25, p97 ATPase inh 2, RBBP9 inhibitor -7, Runt-CBFb FRET -1, TbHK1 inh -6, NCF1 inh -9 and Runt-SMMHC FRET -1.
Screening O=C(COc1ccccc1)N1CCN(C(=O)c2ccco2)CC1 returned EBV gp42 block -12, m-calpain inh -32, Furin inh -17[20 µM], p97 ATPase inh 4, RBBP9 inhibitor -11, Runt-CBFb FRET 2, TbHK1 inh 15, NCF1 inh -6 and Runt-SMMHC FRET -4.
CCOCCCn1c(=N)c(C(=O)NCCN2CCOCC2)cc2c(=O)n3cccc(C)c3nc21 was read as EBV gp42 block -23, m-calpain inh inactive, Furin inh -188, p97 ATPase inh -2, RBBP9 inhibitor -11, TbHK1 inh -15 and NCF1 inh -17.
Screening COc1ccc(OC)c(CNC(=O)Cc2c(C(=O)O)[nH]c3ccccc23)c1 returned EBV gp42 block -5, m-calpain inh -16, Furin inh -19, p97 ATPase inh 2, RBBP9 inhibitor -5, Runt-CBFb FRET -1, TbHK1 inh -5, NCF1 inh -5 and Runt-SMMHC FRET 0.
For O=C(Nc1cccnc1)c1cc(-c2ccc(Cl)cc2)on1 the results were EBV gp42 block -11, m-calpain inh -17, Furin inh -12, p97 ATPase inh 1, RBBP9 inhibitor -6, Runt-CBFb FRET -1, TbHK1 inh -6, NCF1 inh -14 and Runt-SMMHC FRET -1.
Screening NNC(=O)c1ccc(CSc2cccc3cccnc23)cc1 returned EBV gp42 block -5, m-calpain inh -271, Furin inh -25, p97 ATPase inh 0, RBBP9 inhibitor -12, Runt-CBFb FRET 1, TbHK1 inh -4, NCF1 inh -3 and Runt-SMMHC FRET -1.
COc1ccc(Cc2n[nH]c(=O)c3ccccc23)cc1OC was read as EBV gp42 block -15, m-calpain inh 11, Furin inh -6, p97 ATPase inh -1, RBBP9 inhibitor -5, Runt-CBFb FRET 0, TbHK1 inh 2, NCF1 inh -5 and Runt-SMMHC FRET 4.

Compound activity as filed in PubChem.
